High-throughput results from PubChem BioAssay.
Mito fusion yeast: blocks mitochondrial division or promotes mitochondrial fusion | Potency, µM (top dose mostly 46.1 µM), for the others: top-dose growth rescue (activation), most hits filed as activators | S. cerevisiae fusion-defective mutant growth rescue, CellTiterGlo 48 h | hit rate 0.23% among 320,000;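 further: potency means the concentration at half of the fitted maximal effect; % of control where 0% means no effect; nearly all actives have a fitted effect of over 45% in size; temperature-sensitive fusion mutants such as fzo1-1 at 37 °C on non-fermentable ethanol glycerol medium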
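S. cerevisiae fusion-defective temperature-sensitive mutants (e.g. fzo1-1, mgm1-5) grown 48 h at 37C in YPEG (ethanol/glycerol non-fermentable) medium with 23 nl compound per well; growth rescue read as CellTiterGlo luminescence.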
USP2a inh: inhibitors of human ubiquitin-specific protease USP2a; O75604; USP2 core, Ub-CHOP2 coupled fluorogenic reporter, 485/531; Potency, µM (top dose mostly 38.3 µM), without a hit: top-dose activity change, negative = inhibition, hits mostly inhibitors; hit rate 0.01% among 330,000;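 further: potency means the concentration at half of the fitted maximal effect; plate controls were DMSO wells for no effect and full inhibition by NEM control for full effect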
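USP2 core (10nM final) preincubated 30min RT with compound in 20mM Tris-HCl pH 8.0, 2mM CaCl2, 2mM beta-mercaptoethanol, 0.05% CHAPS; 25nM Ub-CHOP2 plus 25nM reporter substrate added, fluorescence (Ex485/Em531) read after 60min.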
TCR act: T cell receptor activation; 330,000 tested, under 10 active; primary human leukocytes, anti-CD3, IL-2 HTRF, 48 h; AID 504894; Potency, µM (titrated, usually from 9.22 µM), for the others: at the top dose activation of IL-2 secretion, actives largely listed as activators; further: % of control where 0% means no effect
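HTRF read-out of IL-2 secretion: europium cryptate donor excited at 320nm, d2 acceptor emission at 665nm. Cells were primary human leukocytes incubated 48 hr with compounds and a-CD3 beads, supplying TCR signal only.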
KCNH2 WT inh: KCNH2 (human, wildtype) channel inhibition; Q12809; hit rate 0.37% among 340,000; activity change, % at 1.84 µM; U2OS, BacMam KCNH2, thallium flux FluxOr; stronger effect = lower value;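 active means maximum activity change below -70%; inconclusive means maximum activity change between -70% and -50%; inactive means maximum activity change above -50%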; further: on the % scale 0 is the no-effect control and ±100 the full control effect
Target sequence (Q12809 whole entry, looked up): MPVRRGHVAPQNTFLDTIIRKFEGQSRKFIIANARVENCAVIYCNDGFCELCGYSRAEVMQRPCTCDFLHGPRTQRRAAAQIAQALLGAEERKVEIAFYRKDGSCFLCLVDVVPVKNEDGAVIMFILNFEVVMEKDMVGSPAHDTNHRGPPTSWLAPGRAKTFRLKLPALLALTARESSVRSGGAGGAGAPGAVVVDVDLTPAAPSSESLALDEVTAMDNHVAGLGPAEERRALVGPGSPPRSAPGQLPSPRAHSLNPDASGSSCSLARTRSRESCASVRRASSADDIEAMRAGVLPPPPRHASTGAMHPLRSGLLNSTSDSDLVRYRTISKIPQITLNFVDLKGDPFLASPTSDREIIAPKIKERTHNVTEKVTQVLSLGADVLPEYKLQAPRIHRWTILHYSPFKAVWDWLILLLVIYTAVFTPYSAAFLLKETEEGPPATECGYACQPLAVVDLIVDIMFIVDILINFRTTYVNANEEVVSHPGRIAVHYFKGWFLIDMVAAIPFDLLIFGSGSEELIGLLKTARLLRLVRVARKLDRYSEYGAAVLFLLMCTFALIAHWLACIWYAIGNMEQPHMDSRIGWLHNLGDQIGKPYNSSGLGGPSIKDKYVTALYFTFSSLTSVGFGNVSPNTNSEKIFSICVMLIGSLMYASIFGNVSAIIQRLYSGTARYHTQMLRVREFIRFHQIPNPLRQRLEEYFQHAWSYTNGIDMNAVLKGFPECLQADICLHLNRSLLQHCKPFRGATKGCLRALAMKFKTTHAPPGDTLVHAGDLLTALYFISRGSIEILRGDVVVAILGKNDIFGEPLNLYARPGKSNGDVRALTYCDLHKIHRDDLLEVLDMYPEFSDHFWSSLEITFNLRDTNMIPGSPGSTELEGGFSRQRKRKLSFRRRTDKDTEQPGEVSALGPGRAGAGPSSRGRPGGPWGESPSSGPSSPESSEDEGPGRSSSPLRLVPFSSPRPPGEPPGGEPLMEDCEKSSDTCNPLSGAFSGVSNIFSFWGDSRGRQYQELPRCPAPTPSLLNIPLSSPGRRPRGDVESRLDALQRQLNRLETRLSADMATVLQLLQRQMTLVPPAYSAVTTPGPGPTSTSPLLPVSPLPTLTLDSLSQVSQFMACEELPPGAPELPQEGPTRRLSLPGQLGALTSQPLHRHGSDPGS
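U2OS cells were transduced with wild-type KCNH2 virus (2.03 x 10^8 / mL) for 4 h at room temperature, then cultured overnight at 37 C. Thallium flux was read with FluxOr dye. Rate constants were normalized to DMSO controls.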
TSHR antagonist: blocks TSH signaling through the human TSH receptor; P16473; AID 504810; activity change, negative = inhibition, % at 11.5 µM; hit rate 0.2% among 330,000; TSHR-expressing cells, TSH-stimulated cAMP HTRF, 2 h; stronger effect = lower value;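 active means activity change below a set negative limit, meaning inhibition stronger than a set level, cut at about -70% in these data; inconclusive means activity change between two set negative limits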; further: on the % scale 0 is the no-effect control and ±100 the full control effect
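Competitive HTRF cAMP read-out (cryptate anti-cAMP antibody, cAMP-d2; 30 min, room temperature) in freshly harvested TSHR cells. Compounds added before TSH at EC80 (4nM final), followed by 2 hours' incubation at 37 deg C.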
KCNH2 3.1 inh: inhibitors of human KCNH2 3.1 potassium channel isoform; U2OS KCNH2 3.1, thallium flux FluxOr; stronger effect = lower value; activity change, % (tested at about 1.8 µM); hit rate 0.95% among 340,000; AID 720553;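 active means maximum activity change below -70%; inconclusive means maximum activity change from -70% to -50%; inactive means maximum activity change above -50%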;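 further: thallium influx rate constant from kinetic fluorescence after stimulation buffer; on the % scale 0 is the no-effect control and ±100 the full control effect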
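FluxOr-based Tl+ influx in U2OS cells transduced with KCNH2 3.1 virus; rate constants normalized to DMSO controls.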
AT treatment: candidate therapy for ataxia-telangiectasia | Potency, µM (doses to about 57.5 µM), for the others: at the top dose activation, usual class: activators | […] A-T fibroblasts, KAP-1 phosphorylation AlphaLISA; neocarzinostatin DNA damage 30 min before lysis | hit rate 0.19% among 320,000; further: potency means the concentration at half of the fitted maximal effect; % of control where 0% means no effect; nearly all actives have a fitted effect of over 45% in size
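hTERT-immortalized A-T patient fibroblasts ([…]), 500 cells/well in OPTI-MEM, 1% FBS, got compounds for 60 min, then NCS for 30 min at 37C. Lysates were then assayed for phospho-KAP-1 by AlphaLISA (anti-pKAP1 donor, anti-KAP1 acceptor beads), 6 hr at 25C.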
Eya2 phos inh: inhibitors of human Eya2 phosphatase activity | hit rate 0.006% among 330,000 | recombinant Eya2, OMFP fluorescence dephosphorylation (OMFP is methylfluorescein phosphate) | Potency, µM (highest dose often 76.9 µM), for inactives: at the top dose activity, negative = inhibition, most hits filed as inhibitors | O00167; further: potency means the concentration at half of the fitted maximal effect; on the % scale 0 is the no-effect control and ±100 the full control effect
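Eya2 (0.2 uM) preincubated 10 min at ambient with compound, then OMFP substrate added at 50 uM; 10 min reaction in 50 mM HEPES pH 7.5, 50 mM NaCl, 5 uM MgCl2, 0.05% BSA, 1 mM DTT. Fluorescence read at Ex 485/Em 525 nm.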
TRPV1 agonist: activates the human vanilloid receptor TRPV1 | TRPV1-expressing cells, Fluo-8 calcium influx, agonist mode | activation, % at 8.33 µM | hit rate 0.19% among 320,000 | AID 540275; in the data active means activation above about 80%; inconclusive means between about 30% and that limit; further: 0% is about no effect
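TRPV1-expressing cells were cultured overnight at 35.5C and loaded with Fluo-8 calcium dye for 40 to 90 min at room temperature. After a 10 s baseline, compound was added and calcium influx was read kinetically for 3 min (ex 480/em 520 nm).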
ELG1 DNA repair: ELG1-dependent DNA repair inhibition. HEK293T ELG1-luciferase reporter, luminescence, 16 h; DNA damage induced by 5-fluorouridine. Potency, µM (titrated, usually from 46.1 µM), without a hit: top-dose activity change, negative = inhibition, usual class: inhibitors. hit rate 2.3% among 330,000; further: potency means the concentration at half of the fitted maximal effect; on the % scale 0 is the no-effect control and ±100 the full control effect; nearly all actives have a fitted effect of over 55% in size
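In this reporter screen, reduction of luminescence relative to DMSO vehicle indicated activity. Compounds and 5-fluorouridine were added together to 2,000 cells per well, incubated for 16 hr at 37 °C, then developed with ONE-Glo.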
* marks the source's active call; other numbers are inactive results; ? = inconclusive; nt = no result given; [ ] = another dose, or the depositor's remark. Unless noted, the call rests on the fitted dose curve; in most records, active means well fitted curve in the direction sought with a large enough effect; inconclusive means small, poorly fitted or top-dose-only effect, or another doubt; inactive means no such curve, though single readings can be large; an effect the other way counts as inactive or inconclusive. An excerpt. The share of hits here may be higher or lower than overall.

structure	Mito fusion yeast	USP2a inh	TCR act	KCNH2 WT inh	TSHR antagonist	KCNH2 3.1 inh	AT treatment	Eya2 phos inh	TRPV1 agonist	ELG1 DNA repair
CN(CCc1ccccn1)S(=O)(=O)c1ccc(F)cc1	1%	0%	1%	-13	1	-40	-1%	-1%	-2	17%
O=C(CSc1nnnn1-c1cccc2ccccc12)NC(C(=O)O)(c1ccccc1)c1ccccc1	13%	1%	0%	-1	11	2	3%	8%	10	-19%
O=C(/C=C/NCC(=O)c1ccccc1)c1ccc(Br)cc1	3%	1%	-2%[46.1 µM]	-3	0	-1	2%	5%	1	?
Cc1ccccc1NC(=S)N(CCN(C)C)C(C)c1cccnc1 (stereo not drawn)	-9%	1%	1%	-4	-3	-7	3%	3%	0	-6%
Cc1c(OC(C)C(=O)NCCN2CCOCC2)ccc2c3c(c(=O)oc12)CCC3 (stereo not drawn)	4%	1%	-1%	-1	5	11	1%	-14%	6	?
O=C(c1cnn2ccccc12)N(Cc1ccco1)C1CCCC1	-1%	3%	5%	-4	-10	8	20%	12%	nt	-5%
COc1ccc([C@H]2[C@H](C(C)=O)N3N=Cc4ccccc4C3C23C(=O)OC(C)(C)OC3=O)cc1 (stereo partly drawn)	2%	-1%	-7%[46.1 µM]	-4	26	2	-6%	-3%	8	-30%
COc1ccc2nc(C)cc(N3CC(C)OC(C)C3)c2c1 (stereo not drawn)	-3%	0%	1%	-12	-2	-27	-3%	-2%	13	?

3 entries out of the list above, sorted by the number in Eya2 phos inh, smallest number first.
| molecule | Mito fusion yeast | USP2a inh | TCR act | TSHR antagonist | Eya2 phos inh | TRPV1 agonist |
| --- | --- | --- | --- | --- | --- | --- |
| CN(CCc1ccccn1)S(=O)(=O)c1ccc(F)cc1 | 1% | 0% | 1% | 1 | -1% | -2 |
| Cc1ccccc1NC(=S)N(CCN(C)C)C(C)c1cccnc1 (stereo not drawn) | -9% | 1% | 1% | -3 | 3% | 0 |
| O=C(/C=C/NCC(=O)c1ccccc1)c1ccc(Br)cc1 | 3% | 1% | -2%[46.1 µM] | 0 | 5% | 1 |

Remaining list, next part:
structure	Mito fusion yeast	USP2a inh	TCR act	KCNH2 WT inh	TSHR antagonist	KCNH2 3.1 inh	AT treatment	Eya2 phos inh	TRPV1 agonist	ELG1 DNA repair
COc1ccc(CN2CCc3ccccc3C2)c(OC)c1	-1%	-1%	7%	-11	4	6	-16%	2%	-1	-2%
COc1cccc(C2CC(c3cccs3)=NN2C(=O)c2ccco2)c1O (stereo not drawn)	?	3%	1%	4	-3	0	2%	1%	-1	-8%
S=c1[nH]nc(-c2cccs2)n1/N=C/c1cccs1	-3%	-3%	5%	3	-11	13	-4%	18%	3	-10%
CCOC(=O)N1CCN(S(=O)(=O)c2ccc(C(=O)N(CCN(CC)CC)c3nc4c(C)cccc4s3)cc2)CC1	-7%	0%	-9%	28	1	-4	-1%	7%	2	-14%
CC(=O)c1cccc(NC(=O)CCCN(C)S(=O)(=O)c2ccc(F)cc2)c1	-1%	0%	6%	-2	-8	5	3%	2%	-3	-6%
COc1ccccc1NC(=O)Nc1nnc(CC(=O)Nc2ccccc2C)s1	4%	-3%	0%	-4	2	-3	5%	-13%	-7	10%
CCOc1ccc(S(=O)(=O)N2CCN(C(=O)c3ccco3)CC2)cc1	-1%	2%	nt	0	-4	0	1%	1%	-3	-16%
COC(=O)c1sccc1NC(=O)c1ccc(OC)c(OC)c1	7%	7%	3%	-2	18	21	4%	22%	-2	-12%
Cc1ccc(NC(=O)CN(C)S(=O)(=O)c2cccc3cccnc23)cc1F	-4%	1%	-1%	2	-5	11	-10%	0%	-16	?
CCCC(c1nnnn1CS(=O)(=O)c1ccc(C)cc1)N1CCN(c2ccc(F)cc2)CC1 (stereo not drawn)	19%	1%	-7%	4	0	-13	1%	-19%	5	-4%
Cc1cccc(CC(=O)Nc2cccnc2)c1	2%	-1%	nt	3	-23	15	1%	-22%	8	-15%
COc1ccc(C(=O)NC2CC(C)(C)Cc3c2cnn3-c2ccccc2C)c(OC)c1OC (stereo not drawn)	4%	-8%	4%	-38	-3	nt	19%	-11%	?	?
Cc1ccc(C(C(=O)NC(C)(C)C)N(C(=O)CCC(=O)Nc2ccccn2)c2ccccc2F)cc1 (stereo not drawn)	13%	-4%	4%	-6	7	8	-6%	-14%	23	-1%
CN(C(=O)c1ccc(S(=O)(=O)N2CCCC2)cc1)C1CCS(=O)(=O)C1 (stereo not drawn)	2%	1%	-5%	-4	4	13	0%	20%	5	9%
CC1Cc2ccccc2N1C(=S)Nc1cccc(S(=O)(=O)N(C)C)c1 (stereo not drawn)	8%	1%	-1%	2	-5	14	2%	1%	2	-6%
CC(=O)N1CCN(CC(=O)Nc2ccc(C)c(S(=O)(=O)N(C)C)c2)CC1	-5%	1%	11%	0	0	12	-1%	-9%	0	9%
Cc1ccccc1C1NS(=O)(=O)N=C1N (stereo not drawn)	1%	1%	1%	2	8	4	11%	6%	2	14%
Cc1cccc2sc(NC(=O)[C@@H]3CCCN3C(=O)c3cccs3)nc12	-3%	0%	1%[46.1 µM]	-2	0	-14	-2%	-9%	0	0%
O=C1c2[nH]nc(-c3ccccc3O)c2C(c2ccccc2F)N1Cc1ccco1 (stereo not drawn)	8%	0%	6%	-7	-9	-14	0%	-27%	0	-7%
CCNc1nc(NC(C)(C)C)nc(SC(C(C)=O)C(C)=O)n1	-2%	-1%	5%	-2	-5	1	3%	4%	11	-15%
COc1ccccc1C(=O)Nc1ccc(Oc2ncnc3sc(-c4ccccc4)cc23)cc1	1%	2%	-3%	3	-2	-7	3%	11%	1	?
CCNC(=S)Nc1cc(-c2ccc(Cl)cc2)[nH]n1	7%	2%	-10%	3	-7	17	1%	3%	1	2%
CC(C)NC(=O)C1CCN(C2CCN(C(=O)/C=C/c3cccs3)CC2)CC1	1%	3%	1%	39	-3	1	15%	3%	2	-14%
O=C(O)CNC(=O)c1ccc(NC(=O)/C(=C/c2ccccc2)NC(=O)c2ccccc2)cc1	2%	1%	-7%	0	0	-6	16%	2%	-3	-1%
CC(=O)c1cc2c(cc1N/C(=N/S(=O)(=O)c1ccc(Br)cc1)c1ccccc1)OCO2	22%	5%	-1%	-10	10	-25	-1%	-19%	0	7%
O=C(NCCO)C1CCN(S(=O)(=O)c2ccc(F)cc2)CC1	-3%	4%	5%	-5	0	10	-2%	-1%	-4	-2%
CC1(CCC(=O)N2CCCC(N3CCN(c4ccc(F)cc4)CC3)C2)CC1 (stereo not drawn)	1%	-1%	3%	29	29	3	-7%	-2%	1	-5%
O=[N+]([O-])c1ccc(CN2CCN(c3ccccc3)CC2)o1	-5%	-1%	2%	-10	-9	-7	-7%	-3%	0	-22%
CCOC(=O)[C@H]1[C@H]2COc3cc(OC)ccc3[C@@H]2N2C(=O)c3cc(OC)ccc3NC(=O)[C@@]12C	1%	-1%	3%	nt	-3	nt	9%	4%	?	21%
Cc1cc([N+](=O)[O-])nn1Cc1noc(C(=O)NCCCn2ccnc2)n1	0%	2%	-4%	4	6	-4	-5%	1%	2	1%
COc1ccccc1Nc1nc(=O)[nH]nc1C	-2%	-1%	0%	-23	5	-1	4%	-9%	2	-10%
COC(=O)c1ccc(NC(=O)c2ccco2)cc1	6%	4%	-2%	4	-10	-8	19%	13%	19	?
CCN(CC)S(=O)(=O)c1ccc(C)c(NC(=O)CNc2cccc(S(=O)(=O)N3CCOCC3)c2)c1	1%	0%	-2%	-4	-7	0	1%	-9%	-1	?
Cc1ccc(CCNC(=O)C2CCCN(c3nc4ccccc4o3)C2)cc1 (stereo not drawn)	-6%	-15%	nt	-3	-10	-4	-1%	-5%	14	-20%
CCN(CC)C(=O)n1c(Cc2ccccc2)nc2ccccc21	-11%	0%	-2%	3	12	27	5%	-6%	12	-13%
CC(=O)c1ccc(NC(=S)Nc2cccc(S(=O)(=O)Nc3c(C)n(C)n(-c4ccccc4)c3=O)c2)cc1	0%	1%	3%	7	-1	-10	5%	0%	0	-8%
CCOC(=O)c1cc2n(n1)C(C(F)(F)C(F)(F)F)CC(C)N2 (stereo not drawn)	2%	-1%	7%	4	-2	16	7%	3%	4	15%
O=C(NC(Cc1c[nH]c2ccccc12)c1nnc2n1CCCCC2)c1cccs1 (stereo not drawn)	2%	0%	-2%	14	-10	0	6%	0%	-1	0%
COc1ccc(N(Cc2cc3ccc(C)cc3[nH]c2=O)C(=O)C2CCCO2)cc1 (stereo not drawn)	3%	3%	4%	-7	2	0	-5%	-2%	0	-7%
CCOc1ccc(S(=O)(=O)N2CCOCC2)cc1NC(=O)CN1C(=O)NC(C)(c2ccccc2)C1=O (stereo not drawn)	0%	2%	-9%	6	0	13	-2%	0%	-1	?
CCN(CC)C(=O)CSc1nc(C)cc(C)c1C#N	0%	1%	5%	-13	2	0	-4%	-5%	-1	7%
CC(=O)Oc1ccc(/C=C/c2nc3ccccc3c(=O)o2)cc1	-3%	2%	-8%	-22	-5	36	1%	1%	-1	22%
